Assay outcomes (PubChem)
SRC3 inh: human NCOA3 inhibition; actives 0.17% (n = 360,000); inhibition, % at 3.6 µM; AID 588352; Q9Y6Q9; HEK293 GAL4-SRC3 luciferase reporter, luminescence;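 active means inhibition above a per-campaign cutoff, the mean of all compounds plus 3 SD, cut at about 60% in these data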;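 further: 0% = DMSO-treated cells and 100% = gossypol-treated cells at 36 µM; higher means less SRC3-driven luciferase light from the GAL4 reporter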
SRC1 inh: inhibitors of human steroid receptor coactivator 1 (SRC1); Q15788; HEK293 GAL4-SRC1 luciferase reporter, luminescence; inhibition, % at 3.6 µM; actives 0.12% (n = 360,000); AID 588354;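 active means inhibition above the campaign mean plus 3 SD, with each screening campaign given its own cutoff, cut at about 60% in these data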;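 further: 0% = DMSO treated cells and 100% = gossypol at 36 µM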
ABHD5-PLIN5 inh: inhibitors of human ABHD5-perilipin-5 interaction; Q00G26+Q8WTS1; Split G. princeps luciferase complementation, luminescence, 4 h; inhibition, % at 4 µM; actives 0.78% (n = 360,000); AID 602281;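 active means inhibition above the mean inhibition across every tested compound plus 3 SD, cut at about 22% in these data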;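 further: 0% = DMSO only wells and the 100% control is not disclosed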
TROY NFkB inh: inhibitors of TROY-dependent NF-kB signaling. Q293 LMP1-TROYcd NF-kB luciferase reporter, 4 h. inhibition, % at 10 µM. actives 0.98% (n = 360,000). AID 1347056;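 active means compounds whose plate-normalised and pattern-corrected inhibition of the luciferase reporter signal at the single screening dose is 50% or more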
NR2F2 inh: inhibitors of human COUP-TFII (NR2F2); P24468; HEK293T NGFI-A luciferase reporter, luminescence; inhibition, % at 8.6 µM; actives 0.7% (n = 370,000);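 active means inhibition above a per-plate cutoff, mean inhibition of test wells between control levels plus 3 SD, cut at about 38% in these data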;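 further: cells cotransfected with COUP-TFII expression vector driving the NGFI-A reporter; 0% = median of COUP-TF2 test wells and 100% = reporter-only cells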
TWEAK Fn14 block: inhibitors of TWEAK-Fn14 interaction signaling | inhibition, % at 10 µM | TWEAK-stimulated Fn14 reporter cells, luciferase luminescence, 8 h | AID 1159606 | actives 2% (n = 360,000); in the data active means inhibition above about 50%
NOD2-RIPK2 inh: NOD2-RIPK2 protein interaction inhibition; O43353; CHO BLA complementation NOD2-RIPK2, CCF4 ratio; inhibition, % at 4.98 µM; actives 0.38% (n = 360,000); AID 624267; in the data active means inhibition above about 21%;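 further: 0% = vehicle only and 100% = reference blocker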
Target sequence (O43353 whole entry, looked up): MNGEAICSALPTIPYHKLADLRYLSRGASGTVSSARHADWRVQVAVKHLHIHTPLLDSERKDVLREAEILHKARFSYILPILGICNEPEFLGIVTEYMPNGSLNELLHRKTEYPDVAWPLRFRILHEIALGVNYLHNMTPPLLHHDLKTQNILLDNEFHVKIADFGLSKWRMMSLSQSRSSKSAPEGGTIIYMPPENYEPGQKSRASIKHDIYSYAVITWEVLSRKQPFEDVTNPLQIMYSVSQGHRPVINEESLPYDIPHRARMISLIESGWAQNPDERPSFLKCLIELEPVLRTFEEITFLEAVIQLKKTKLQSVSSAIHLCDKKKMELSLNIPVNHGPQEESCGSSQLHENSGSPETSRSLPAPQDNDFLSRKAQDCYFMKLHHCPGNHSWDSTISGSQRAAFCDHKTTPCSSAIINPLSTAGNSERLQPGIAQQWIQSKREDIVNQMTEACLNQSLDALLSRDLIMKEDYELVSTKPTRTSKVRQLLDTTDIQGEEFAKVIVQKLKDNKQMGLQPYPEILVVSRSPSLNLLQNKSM
LRH-1 inv ag: inverse agonists of human LRH-1 (NR5A2). HEK293T StAR-luciferase reporter, LRH-1 transfected, 24 h. inhibition, % at 3.6 µM. actives 0.13% (n = 360,000);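 active means inhibition above the mean inhibition of all tested compounds plus 3 SD, cut at about 73% in these data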;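 further: 0% = DMSO wells and 100% = reporter-only cells lacking LRH-1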
Target sequence (O00482 whole entry, looked up): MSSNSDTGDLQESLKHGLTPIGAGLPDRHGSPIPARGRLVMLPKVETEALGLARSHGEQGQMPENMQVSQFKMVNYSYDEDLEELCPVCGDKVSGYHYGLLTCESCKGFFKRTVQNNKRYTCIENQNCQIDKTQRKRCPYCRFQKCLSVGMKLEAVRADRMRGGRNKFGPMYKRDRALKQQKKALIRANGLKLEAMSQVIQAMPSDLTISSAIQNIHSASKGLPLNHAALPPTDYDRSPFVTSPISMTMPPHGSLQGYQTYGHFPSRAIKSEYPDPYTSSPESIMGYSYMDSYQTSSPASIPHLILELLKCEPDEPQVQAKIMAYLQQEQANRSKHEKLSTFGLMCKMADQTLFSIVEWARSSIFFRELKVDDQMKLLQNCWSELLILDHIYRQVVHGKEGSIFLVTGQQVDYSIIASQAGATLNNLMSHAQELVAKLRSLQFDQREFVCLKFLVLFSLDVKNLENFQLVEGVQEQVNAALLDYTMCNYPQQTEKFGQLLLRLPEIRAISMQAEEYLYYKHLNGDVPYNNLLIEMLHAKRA
TLR9-MyD88 inh: blocks human TLR9 binding to MyD88; Q9NR96+Q99836; CHO BLA complementation TLR9-MyD88, CCF4 FRET ratio; inhibition, % at 4.98 µM; actives 0.21% (n = 340,000); AID 504734;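 active means inhibition above the mean over all tested compounds plus 3 SD, cut at about 21% in these data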;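 further: 0% = DMSO only wells and 100% = clavulanate BLA inhibitor control wells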
SRC2 inh: inhibits human steroid receptor coactivator 2 | HEK293 GAL4-SRC2 luciferase reporter, luminescence | Q15596 | inhibition, % at 9 µM | actives 0.17% (n = 370,000);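 active means inhibition above the mean inhibition of all tested compounds plus 3 SD, set per campaign, cut at about 52% in these data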;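 further: 0% = DMSO treated cells and 100% = cells given Gossypol at 36 µM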
Granule exo inh: lytic granule exocytosis inhibition; TALL-104 LAMP-1 surface exposure, flow cytometry; cells stimulated with thapsigargin and PMA; inhibition, % at 10 µM; actives 0.66% (n = 360,000); AID 651702;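 active means inhibition above about 55%, limit read from the data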
An asterisk follows results filed as active; . = not tested or not shown. An excerpt; count on the stated rates, not on these rows.

SMILES	SRC3 inh	SRC1 inh	ABHD5-PLIN5 inh	TROY NFkB inh	NR2F2 inh	TWEAK Fn14 block	NOD2-RIPK2 inh	LRH-1 inv ag	TLR9-MyD88 inh	SRC2 inh	Granule exo inh
COCCNc1nnc(SCC(=O)N(C)c2c(N)n(Cc3ccccc3)c(=O)[nH]c2=O)s1	-16.5	-6.9	-9.1	5.8	-5.2	-2.5	-1.7	-3.6	-1.2	-2.9	-2.8
CCS(=O)(=O)N1Cc2ccccc2CC1C(=O)Nc1nc2ccc(F)cc2s1 (stereo not given)	-44.0	-50.2	-2.1	42.9	-21.9	21.8	-0.5	-57.1	1.2	-47.6	-1.0
Cc1ccc(NC(=O)Nc2ccc3oc(C)nc3c2)cc1	-97.3	-114.3	-2.0	-27.6	-42.5	-4.9	4.4	-108.2	8.7	-20.7	-3.0
O=C(COC(=O)/C=C/c1ccc(F)cc1)Nc1ccccc1-c1ccccc1	13.2	7.2	-2.0	24.7	-3.4	-19.1	-4.7	11.6	2.4	-3.7	-2.7
Cc1ccc(S(=O)(=O)NNC(=O)Nc2ccc(C)c(C)c2)c(C)c1	6.4	-11.2	0.5	9.2	-1.1	-15.5	-10.9	11.4	-10.5	4.9	-2.0
COc1ccc(/C=C(/NC(=O)c2ccccc2)C(=O)NCc2ccncc2)cc1	11.4	-17.7	0.8	-1.9	13.7	4.9	-4.3	2.6	-4.7	-33.3	-1.0
CC[C@]12c3[nH]c4ccc(OC)cc4c3CCN1C(=O)C(CC(=O)NCCCN(C)C)C[C@@H]2C(=O)N1CCN(C(=O)C2CC2)CC1 (stereo not given in full)	-8.9	-5.8	-3.5	-4.6	-19.0	-0.8	-8.4	4.1	-10.8	-8.5	-0.8
c1ccc(-n2ncc3c2ncn2nnnc32)cc1	15.2	5.2	5.3	-0.4	-19.4	5.0	0.8	16.7	8.0	5.5	0.5
CCS(=O)(=O)N1Cc2ccccc2CC1C(=O)NCCc1c[nH]c2ccccc12 (stereo not given)	-12.5	2.1	4.9	-9.0	-8.5	-1.6	-5.7	9.9	9.4	15.0	24.0
Nn1c(SCC(=O)Nc2cc(S(=O)(=O)N3CCOCC3)ccc2Cl)nnc1-c1cccnc1	5.8	-2.2	-0.4	2.2	10.9	-7.2	-8.4	5.5	3.6	-1.2	-0.7
O=C(NCc1ccco1)c1cnn2cccnc12	18.4	-5.2	1.3	-13.8	4.8	30.3	1.0	-7.3	-11.2	0.7	0.8
CC(=O)N1CCc2cc(Br)cc(S(=O)(=O)CCC(=O)Nc3c(C)n(C)n(-c4ccccc4)c3=O)c21	-13.5	-11.7	1.6	-5.4	-3.9	5.6	3.7	3.9	5.1	-0.1	2.4
COc1ccc2oc(C(=O)OCC(=O)N(C)c3ccccc3)c(C)c2c1	-13.8	-4.8	-1.7	-9.6	-0.9	1.3	4.2	-11.5	4.6	-27.4	3.0
C[C@@H]1C=C(C(=O)N2CCN(Cc3ccc4c(c3)OCO4)CC2)O[C@H](OCCCCO)C1	-17.6	-12.6	-2.2	-9.3	9.0	-4.2	-1.1	7.7	-8.3	-3.2	-1.6
CCCOc1ccc(C(=O)N(CC(C)C)c2c(N)n(Cc3ccccc3)c(=O)[nH]c2=O)cc1	18.0	10.2	5.2	-20.5	7.6	-17.6	-3.5	1.0	-4.2	-3.7	-2.9
Cc1nn(-c2ccccc2)c2sc(C(=O)OCC(=O)N3CCCCC3)cc12	5.1	-4.3	3.4	-2.1	12.4	8.8	-1.6	1.9	0.3	-30.6	-5.0
COc1cc(C2CC(=O)Oc3ccc(C(C)(C)C)cc32)cc(OC)c1OC (stereo not given)	-2.1	-15.3	4.4	5.3	-1.6	-13.8	1.4	3.3	-1.6	-1.0	1.5
C[n+]1ccccc1/C=C/c1ccccc1Cl	-3.0	-10.1	0.4	2.3	-0.2	-0.6	-6.8	-24.4	-14.5	35.1	-4.0
Cn1c(CNc2ccccc2)cc(=O)n(C)c1=O	0.3	0.9	0.1	-13.3	16.7	-5.4	-6.9	-0.6	10.1	-4.3	-4.7
COc1ccc(-c2nnn(CC(=O)N(CC(=O)NC3CCCC3)c3cccc(C)c3)n2)cc1OC	-29.6	6.2	-4.3	-3.6	2.0	5.8	1.5	7.8	1.5	-6.6	-1.3
O=C1N(Cc2cccnc2)C[C@@H]2C[C@@H](c3cccc(OC4CCCC4)c3)N3CCC[C@@]123	12.9	1.9	-0.7	9.1	-2.4	-5.0	-3.1	-15.7	0.9	-0.7	0.7
O=C(NC(=S)Nc1nc(-c2ccc(Cl)cc2)cs1)c1cccs1	3.4	-12.3	0.1	-19.2	3.4	-33.1	-0.1	-6.6	-3.3	-13.8	27.4
O=C(O)C1CC(c2ccccc2)=Nc2ccccc2S1 (stereo not given)	-23.3	-41.7	-5.0	-32.1	-37.1	1.1	-5.8	-47.3	-0.8	-46.7	-8.9
CCOc1ccc(S(=O)(=O)n2cc(F)c(=O)[nH]c2=O)cc1	-5.1	4.0	-4.4	-8.5	2.9	12.5	4.1	12.3	.	-11.4	-5.0
CCn1c(=O)c(C(=O)NNC(=O)c2ccccc2Cl)c(O)c2ccccc21	-8.1	0.8	3.8	1.7	-3.5	1.4	-9.7	12.1	-3.3	0.4	-6.4
CCOC(=O)c1ccc(CN2Cc3ccccc3C2=O)cc1	3.6	-3.0	-1.0	1.6	3.7	-8.5	-17.2	6.5	0.5	8.0	19.0
CCOC(=O)N1CCN(CC(O)COCCC23CC4CC(CC(C4)C2)C3)CC1 (stereo not given)	2.2	-2.0	-1.9	14.3	14.3	1.8	-7.2	13.8	9.1	-7.5	0.3
Cn1c(=O)c(C(=O)CN2CCN(S(=O)(=O)c3ccccc3)CC2)c(N)n(Cc2ccccc2)c1=O	11.5	12.6	5.2	11.9	3.0	-15.4	-6.9	14.6	-4.6	-30.9	-3.7
COc1ccc(S(=O)(=O)N2CCc3ccccc32)cc1C(=O)Nc1cccnc1	10.2	-11.9	3.1	6.0	0.4	2.5	-0.6	-31.5	3.7	-28.8	-1.4
CC(C)c1cccc(C(C)C)c1NC(=O)Cn1c(=O)cnc2ccccc21	11.4	-0.9	0.0	11.9	2.0	-9.9	6.8	2.6	-9.4	-28.0	-1.0
CCOC(=O)Cc1csc(/N=C/c2c(O)n(-c3ccccc3C(F)(F)F)c(=O)c3ccccc23)n1	8.7	11.3	4.9	17.1	6.5	17.9	8.7	-6.9	22.2*	20.0	-7.1
COc1ccc(NC2CCCN(C(=O)CCN3CCOCC3)C2)cc1 (stereo not given)	14.3	-0.9	-3.6	-3.1	-9.2	3.1	7.5	27.2	-6.9	-29.4	-4.8
Cc1cc(C(=O)COc2ccc3ccc(=O)oc3c2)c(C)n1Cc1cccs1	-22.5	-16.7	-0.2	-1.3	17.1	-12.4	-0.2	-20.9	2.6	-27.6	-5.0
CC(C)C[C@@H](N)c1nnc(SCC(=O)c2ccc(Cl)cc2)o1	19.9	2.2	-3.0	10.9	6.8	58.5*	3.9	-27.0	-1.3	14.7	-3.8
CC1CCN(c2nnc(-c3ccccc3)c3ccccc23)CC1	11.6	9.0	-9.0	-16.3	-7.0	-15.3	-0.3	3.0	-5.1	-23.7	-4.0
CCN(CC)C(=O)Oc1ccc2c(=O)c(-c3ccc(OC)cc3)c(C)oc2c1	5.9	1.5	-3.8	5.0	9.1	-2.8	-0.9	-6.2	1.7	-29.4	-0.8
CCOc1ccc(CCNc2cc(C)nc3ncnn23)cc1OCC	-11.3	-2.2	-0.4	7.9	0.9	8.0	-6.6	8.5	-2.0	17.3	-0.5
Cc1cccc(NS(=O)(=O)c2ccc(C)c(C(=O)NC3CCN(Cc4ccccc4)CC3)c2)c1	8.0	11.5	5.0	30.5	32.8	11.1	3.4	0.2	-7.1	38.4	3.0
COc1ccc(OC)c(NC(=O)C2(C)CCN2CCc2ccccc2)c1 (stereo not given)	-25.0	-14.3	-6.2	2.8	2.1	-6.4	0.7	7.3	.	-12.9	7.9
O=C(COc1ccccc1)Nc1cc(NC(=O)COc2ccccc2)cc(C(=O)O)c1	-27.7	3.7	4.7	5.0	0.1	-17.2	2.4	-1.7	-12.4	5.7	-4.9
CCOc1ccc(NC(=O)CC(NCc2ccccn2)C(=O)O)cc1 (stereo not given)	1.3	-30.4	2.0	-32.2	-17.8	0.6	-0.7	1.2	2.8	-31.6	1.6
O=C(c1cccc(Oc2ccccc2)c1)N1CCN(c2ccccn2)CC1	5.7	-3.1	5.0	5.4	8.3	7.4	3.1	3.3	-6.0	-1.7	-4.9
O=C(CNC(=O)c1ccccc1)NCc1ccc(Cl)cc1	0.3	-33.9	2.5	0.3	1.4	18.1	-11.8	-6.8	-5.7	-10.2	-0.8
CC(C)NCc1nnc(-c2ccc(Cl)cc2)o1	-0.8	-8.0	-4.1	-27.7	7.5	7.3	-17.5	-6.9	-1.4	-10.8	0.2
CCOc1cc([N+](=O)[O-])cc(/C=N/NC(=O)c2c(-c3ccccc3)noc2C)c1O	12.1	4.0	-2.3	1.6	.	5.8	-11.2	-6.3	-1.1	.	6.1
Clc1ccccc1CN(Cc1ccccc1)C(c1cccs1)c1nnnn1C1CCCC1 (stereo not given)	-4.7	-24.7	-6.5	13.2	18.2	12.6	-1.5	0.6	1.7	1.2	1.6
CC1(CC(=O)N/N=C/c2cc3c(cc2Br)OCO3)OCCO1	6.2	-0.2	0.4	1.3	-11.6	6.4	-12.2	-2.0	-2.0	-42.7	-0.1
CCCC(=O)Nc1nnc(SCC)s1	4.2	-5.3	0.8	-21.0	3.6	11.5	6.1	-0.3	-1.3	-4.7	-0.5
CCOC(=O)C1(CC/C(C)=N\NC(N)=O)CC(C)OC1=O (stereo not given)	9.5	-15.4	-2.3	-24.8	21.8	16.2	1.4	-5.2	3.7	10.2	-2.1
COc1cc(OC)cc(C(=O)NCC(=O)OCC(=O)N2CCc3ccccc32)c1	17.8	-2.6	-2.1	3.2	5.9	-0.2	12.6	9.6	4.8	-39.5	0.6

Next part.
SMILES	SRC3 inh	SRC1 inh	ABHD5-PLIN5 inh	TROY NFkB inh	NR2F2 inh	TWEAK Fn14 block	NOD2-RIPK2 inh	LRH-1 inv ag	TLR9-MyD88 inh	SRC2 inh	Granule exo inh
CC(=O)Nc1ccc(SCC(=O)NC(=O)c2ccccc2Br)cc1	-10.0	0.9	-4.0	-1.2	-3.4	-29.6	-6.0	-6.2	5.7	-11.5	-3.9
CCOC(=O)C1=C(C)NC(=O)NC1c1ccc2c(c1)OCCO2 (stereo not given)	-4.9	-20.2	-2.3	1.8	-2.6	10.4	-4.5	1.8	1.7	-6.9	-0.6
C[C@H](CO)N1C[C@H](C)[C@@H](CN(C)C(=O)Nc2ccc(C(F)(F)F)cc2)Oc2ccc(NS(=O)(=O)c3cccs3)cc2C1=O	20.6	10.1	6.4	-9.4	-1.2	-15.9	-3.5	15.0	3.6	-10.4	-0.8
COc1cc(C(C)=O)ccc1OCc1cn(CC(=O)c2ccc(O)cc2)nn1	-3.4	-54.9	24.9*	-5.7	10.7	0.5	-5.8	9.6	3.4	1.7	0.7
